# Rtt109 Vps75 – C. albicans Rtt109 histone acetyltransferase inhibition; Q5AAJ8; purified Rtt109/Vps75, ThioGlo CoA-SH fluorescence, 4 h; inhibition, % at 34.9 µM; 330,000 tested, 0.16% active; AID 540336;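 active = inhibition of at least 50% in every replicate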
# Target sequence (Q5AAJ8 whole entry, looked up): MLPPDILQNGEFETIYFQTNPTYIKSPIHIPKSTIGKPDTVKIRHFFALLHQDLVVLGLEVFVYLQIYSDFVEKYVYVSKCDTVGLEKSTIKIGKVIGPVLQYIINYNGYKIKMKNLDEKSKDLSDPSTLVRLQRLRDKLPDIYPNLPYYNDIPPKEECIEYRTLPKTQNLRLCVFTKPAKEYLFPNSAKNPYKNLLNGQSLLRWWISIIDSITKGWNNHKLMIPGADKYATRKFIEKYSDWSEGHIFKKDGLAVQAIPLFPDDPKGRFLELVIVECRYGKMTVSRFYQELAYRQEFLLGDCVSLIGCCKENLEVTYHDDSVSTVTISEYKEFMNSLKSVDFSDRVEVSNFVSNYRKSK
# PvdQ acylase – P. aeruginosa PvdQ acylase inhibition; purified PvdQ acylase, fluorescence plate reader; inhibition, % at 10 µM; 340,000 tested, 0.063% active; AID 488965; in the data active = inhibition above about 30%, passing the limit was not always enough;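 note: 0% = vehicle neutral wells and 100% = reference inhibitor wells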
# phage Ecoli inh – E. coli growth loss with phage present. growth absorbance. inhibition, % at 11.9 µM. 360,000 tested, 0.26% active. AID 651602; in the data active = inhibition above about 11%
# AddAB inh – less growth of phage-infected E. coli with AddAB | inhibition, % at 11.9 µM | 330,000 tested, 0.29% active | E. coli expressing H. pylori AddAB, absorbance growth; in the data active = inhibition above about 12%;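 note: 0% = vehicle wells of infected cells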
# DAGLB inhibitor – diacylglycerol lipase beta (human) inhibition | HEK293T DAGLB membrane lysate, EnzChek fluorogenic substrate | inhibition, % at 5.17 µM | 340,000 tested, 0.059% active; in the data active = inhibition above about 34%;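 note: 0% = enzyme with vehicle and 100% = wells lacking enzyme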
# Target sequence (Q8NCG7 whole entry, looked up): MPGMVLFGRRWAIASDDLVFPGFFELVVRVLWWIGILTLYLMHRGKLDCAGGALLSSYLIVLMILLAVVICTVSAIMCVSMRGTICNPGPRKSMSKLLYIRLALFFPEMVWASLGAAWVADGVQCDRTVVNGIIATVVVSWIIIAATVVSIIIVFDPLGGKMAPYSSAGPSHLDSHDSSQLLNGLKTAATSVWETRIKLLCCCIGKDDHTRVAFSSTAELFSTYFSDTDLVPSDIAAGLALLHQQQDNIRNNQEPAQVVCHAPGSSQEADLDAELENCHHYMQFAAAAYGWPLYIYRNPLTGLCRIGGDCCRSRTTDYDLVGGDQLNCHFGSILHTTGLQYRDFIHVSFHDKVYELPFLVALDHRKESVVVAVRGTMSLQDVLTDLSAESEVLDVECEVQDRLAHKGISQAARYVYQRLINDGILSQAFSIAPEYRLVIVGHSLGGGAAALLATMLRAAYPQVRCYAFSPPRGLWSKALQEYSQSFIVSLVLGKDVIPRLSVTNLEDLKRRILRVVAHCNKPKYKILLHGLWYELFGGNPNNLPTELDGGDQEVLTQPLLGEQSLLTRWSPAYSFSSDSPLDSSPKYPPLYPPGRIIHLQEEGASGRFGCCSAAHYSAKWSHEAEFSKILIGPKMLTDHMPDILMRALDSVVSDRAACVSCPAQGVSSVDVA
# Wnt bcat act – Wnt/beta-catenin pathway activation; activation, % at 9.35 µM; Wnt/beta-catenin reporter cell assay, activator, plate reader; 300,000 tested, 1.2% active; in the data active = activation above about 30%, passing the limit was not always enough;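 note: 0% = neutral control wells and 100% = positive control wells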
# CAL PDZ inh – blocks peptide binding to human CAL PDZ domain; Q9HD26; purified CAL PDZ, TMR-peptide fluorescence polarization, 1 h; inhibition, % at 20 µM; 330,000 tested, 0.02% active;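 active = highest replicate inhibition of at least 40%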;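 note: plate controls were DMSO neutral control wells for no effect and unlabeled competitor peptide control wells for full effect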
#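 Test system: purified CerCALP PDZ construct; Compound dosing: one concentration, 20 µM compound; Also added: TMR-labelled reporter peptide T*-PRC34 bound in PDZ groove; Read-out: inhibition from polarization loss; Controls: unlabelled peptide and DMSO controls; Signal: FP readout, S and P plane fluorescence; Incubation: 1 h at RT.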
# PfHsp90 yeast 2 – reduces growth (ATP signal) of yeast expressing P. falciparum Hsp90; 310,000 tested, 0.32% active; S. cerevisiae expressing PfHsp90, BacTiter-Glo ATP, 48 h; yeast lacking PDR1 and PDR3 efflux regulators; AID 504621; inhibition, % at 9.4 µM;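 active = every replicate shows inhibition above about 80%, whatever the replicate mean, limit read from the data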;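 note: 0% = DMSO neutral controls and 100% = 20 µM radicicol positive controls; yeast relying on Plasmodium falciparum Hsp90 in place of its own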
# Tat transport – inhibitors of E. coli Tat protein transport | 340,000 tested, 0.036% active | inhibition, % at 10 µM | AID 488895 | E. coli MC4100 TorA-mCherry Tat export, fluorescence;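 active = mean replicate inhibition at least 50% and at least half of replicates individually reaching 50%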;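 note: exported cargo escapes ClpAP degradation while cytoplasmic cargo is degraded and loses fluorescence; 0% = median of neutral control wells and 100% = median of NaSCN control wells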
# E coli growth – counter-screen for AddAB inhibitors: E. coli growth inhibition | E. coli V3065 growth, OD600 absorbance, 18 h | inhibition, % at 11.9 µM | 330,000 tested, 0.27% active;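 active = inhibition above the campaign's mean inhibition across all tested compounds plus 3 SD, cut at about 9.9% in these data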;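 note: uninfected addAB+ strain grown without phage in ampicillin broth; 0% = DMSO wells and 100% = ciprofloxacin 0.95 µg/ml wells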
# An asterisk follows results filed as active; . = no result given.
Compound	Rtt109 Vps75	PvdQ acylase	phage Ecoli inh	AddAB inh	DAGLB inhibitor	Wnt bcat act	CAL PDZ inh	PfHsp90 yeast 2	Tat transport	E coli growth
O=C(CCSCc1cccc(F)c1)NCCc1ccccc1	.	-4.6	3.3	1.3	-6.3	-1.0	-2.2	8.6	-2.7	-0.3
Cc1cc(C)n(-c2nc3ccccc3c(=O)n2OCc2ccc(Cl)cc2)n1	2.0	-8.1	2.3	0.0	-6.8	-1.5	-1.4	.	8.3	-0.6
CCCC1=Nc2cc(C(=O)NCCN3CCOCC3)ccc2Sc2ccccc21	1.0	1.0	2.4	0.2	1.7	1.1	-0.3	-125.0	-7.3	-2.9
CCOc1ccc(S(=O)(=O)N2CCNC(=O)C2)cc1	-1.7	0.2	0.7	-0.8	-1.7	-3.4	0.1	-23.2	3.2	0.0
CCCCOc1ccc(N2C(N)=NC(N)=NC23CCCCC3)cc1	0.3	-5.2	-0.2	4.7	1.5	-5.4	-0.9	-4.0	-9.1	3.6
CCOC(=O)c1c(NC(=O)CSc2nc3ccccc3c(=O)n2-c2ccccc2)sc(C(C)=O)c1C	8.0	1.0	2.1	2.1	-1.6	19.2	-1.6	-3.5	-4.3	2.4
CCO[C@H]1OC(C(=O)O)=C[C@@H](c2ccccc2)[C@@H]1CCCO	3.0	-5.3	2.7	0.1	2.4	0.8	0.6	5.1	-4.9	-2.6
CC(=O)Nc1coc2ccc(Br)cc12	-0.5	-13.6	3.6	5.0	-2.2	-3.4	-1.3	18.3	-3.6	1.9
O=C(c1ccc(Cl)cc1)N1CCCC(c2ccccc2)=N1	6.1	0.8	0.3	1.5	-5.6	.	-0.9	-5.7	0.4	-3.2
COC(=O)c1ccc(Cn2cc(C(F)(F)F)ccc2=O)cc1	-4.8	-13.7	3.3	2.4	1.6	-1.7	.	-32.7	-3.9	-0.4
O=C(NCCc1ccc(C(F)(F)F)cc1)C1CC(=O)N(Cc2ccccc2)C1 (configuration not stated)	-3.7	-12.9	0.3	1.3	0.9	-2.5	-0.3	-7.1	-0.2	4.6
CCOC(=O)c1cnc2nc(SC)nn2c1N	-1.2	3.4	5.2	1.1	1.1	6.3	-0.9	-1.3	-12.7	-1.6
CCCOc1ccc(NC(=O)C(=O)NCCCn2ccnc2)cc1	3.8	0.5	2.1	-1.4	1.0	0.9	-1.0	-9.4	-5.9	-1.2
Cc1ccc(NC(=O)Cn2c(O)c(N=NC(N)=O)c3ccccc32)cc1	-0.8	8.4	2.5	5.6	0.9	-3.3	-2.1	30.7	-0.8	0.7
OCCC1CCCCN1CC(O)COCc1ccc(Cl)cc1 (configuration not stated)	1.0	0.2	0.4	4.1	-0.6	2.7	0.6	11.5	5.2	-1.5
COC(=O)c1c(SCC(=O)NC2CCCCC2)[nH]c2ccccc2c1=O	30.7	-1.6	0.8	-3.4	1.9	-1.6	-2.1	15.3	-37.5	1.4
C/C(=N/NC(=O)Cc1cccc2ccccc12)c1cccs1	-5.1	-13.7	1.2	1.1	-3.6	.	-0.7	-3.1	0.1	2.5
CCOc1cc(C(=O)OC(C)C(=O)Nc2ncc(Cl)cc2Cl)ccc1OCC(=O)N1CCOCC1 (configuration not stated)	.	-5.9	1.2	1.0	0.1	-4.4	-2.3	-10.9	-3.2	2.0
c1ccc(-c2ccccc2OCCN2CCOCC2)cc1	0.9	-6.1	-2.8	0.7	-2.2	-1.2	-0.6	-1.5	-2.5	-0.7
O=C(OCC(=O)N(Cc1ccccc1)Cc1ccccc1)c1cccc(O)c1	1.6	-10.6	-0.2	2.2	-3.0	2.5	-0.7	1.5	-4.3	0.7
Cc1cc(SCC(=O)NCCN2C(=O)CSC2=O)nc2ccccc12	5.0	-12.3	1.6	1.3	-2.9	3.5	-1.2	14.3	-8.7	-0.5
O=C(CSC1=NCCS1)N1CCN(c2ccccc2)CC1	15.6	4.0	0.3	2.1	-2.9	.	0.2	20.9	0.6	-1.4
CC(=O)N1CC(C)Sc2ccc(S(=O)(=O)NC3CCCCC3)cc21 (configuration not stated)	-6.6	-3.6	3.2	3.5	-0.8	-4.9	0.2	2.2	1.3	0.7
CCOC(=O)CN(C)Cc1cn(C)nc1-c1ccc(Oc2ccccc2)cc1	6.6	-13.8	3.2	2.2	-8.9	0.2	0.1	-28.8	3.3	-1.6
O=C(NC1CCN(Cc2ccccc2)CC1)c1cncc(Br)c1	0.8	-11.9	-0.1	0.3	0.2	-0.3	-1.3	2.7	3.3	-0.8
CCN(CC)CCN1C(=O)C(=O)/C(=C(/O)c2ccc(S(=O)(=O)N3CCOCC3)cc2)C1c1ccc(C(C)C)cc1 (configuration not stated)	6.3	-4.4	-0.7	3.3	1.2	-1.9	-0.6	5.5	-6.2	-1.8
COc1ccc(-c2nnc(NC(=O)CS(=O)(=O)c3ccc(Cl)cc3)o2)c(OC)c1	-8.5	-16.0	2.0	1.5	1.2	-0.6	-2.1	17.5	-2.5	-0.5
CCOc1cc(CN2CCN(S(=O)(=O)Cc3ccccc3)CC2)ccc1OC	-4.3	-5.1	2.5	0.2	-1.3	0.8	-1.5	1.5	-9.1	0.1
CCNC(=O)Cn1c(=O)c(=O)n(Cc2ccccc2)c2ccc(Cl)cc21	-11.5	-13.8	1.8	-1.1	-0.1	11.7	-1.3	9.0	0.7	0.2
COCCn1c(SCC(=O)Nc2ccc3c(c2)OCCO3)nnc1-c1c[nH]c2ccccc12	20.5	-7.1	0.6	5.5	-0.1	.	-1.0	1.0	1.7	1.3
Oc1ccccc1Nc1nc(NCc2ccco2)c2ccccc2n1	7.4	-10.4	3.5	2.0	-0.2	3.3	-1.1	-10.9	-2.3	0.0
Cc1nc(Nc2ccccc2)sc1C	5.3	0.8	1.1	-2.2	0.7	2.6	-3.6	6.9	3.3	-2.0
COc1cc(CNc2ccc3[nH]c(=O)[nH]c3c2)ccc1OCc1ccccc1F	3.2	-3.4	-3.3	2.1	1.6	-0.4	1.0	13.0	3.2	-1.6
COc1ccc(N2CCN(C(=O)CN(c3ccc(Br)cc3)S(C)(=O)=O)CC2)cc1	6.3	-4.7	3.1	1.3	1.5	.	-1.5	16.0	-12.3	-3.9
CCSC1=N/C(=C\C=C2/Oc3ccccc3N2CC)C(=O)S1	5.6	-3.7	2.3	2.4	4.1	1.9	-2.4	17.1	-10.0	-3.7
CC1(C)C2CCC1(CS(=O)(=O)N1CCCC1C(=O)O)C(=O)C2 (configuration not stated)	-5.9	-3.7	3.2	-2.2	0.5	-0.8	1.0	.	0.0	-1.9
Cc1ccc(S(=O)(=O)N2CCN(C(=O)COC(=O)c3cnc(C)cn3)CC2)c(C)c1	-3.9	3.5	1.6	1.3	-3.2	0.5	-1.1	.	-9.6	0.8
N#Cc1sc2nc(-c3cccs3)cc(-c3ccc(Cl)cc3)c2c1N	-2.1	14.0	-0.9	1.1	-2.7	-1.4	-0.6	-27.3	2.5	-0.1
O=C(c1ccc(Cl)cc1Cl)N1CCSCC1	-7.1	-7.1	1.2	1.0	-1.8	-2.3	-0.5	-7.2	-5.6	4.0
CCNCc1nc2cc(OC)c(OC)cc2c(=O)[nH]1	13.5	2.6	2.7	0.4	5.0	-0.1	.	-10.6	-0.9	4.2
CCNC(=O)NC(=O)C(C)OC(=O)c1ccc(-n2nc(SC)sc2=S)cc1 (configuration not stated)	-0.9	-9.0	1.9	-1.1	3.6	5.8	-2.3	-12.3	-0.6	-2.2
COc1ccc(Nc2sc(C(=O)c3ccc(Cl)cc3)c(N)c2C(=O)Nc2ccccc2OC)cc1	-2.5	-11.9	0.2	-1.7	9.3	-3.4	-0.1	6.1	-1.1	0.6
COc1ccc(C)cc1S(=O)(=O)N1CCN(C)CC1c1ccccc1 (configuration not stated)	8.0	11.1	1.6	-1.3	-1.9	-2.2	-0.9	2.7	-1.5	0.3
CCOC(=O)CC(=O)CSc1nc(-c2ccccc2)cc(-c2ccc(Cl)cc2)c1C#N	5.0	0.2	3.5	-1.9	-3.4	.	0.2	-13.2	-8.9	-1.6
CSc1ncccc1C(=O)Nc1ccc(C)cn1	-7.6	3.2	1.8	0.2	-1.7	1.4	-1.4	2.4	0.4	1.7
O=C(c1cccc(F)c1)N1CCC2(CC1)NCCc1[nH]cnc12	28.5	8.2	1.4	1.0	-0.8	-1.1	-1.5	23.5	-3.1	-0.5
O=C(OCCCc1cc2ccccc2c(=O)o1)N1CCOCC1	-4.2	-14.1	0.9	3.0	0.7	-1.3	0.3	-6.7	-5.5	0.0
O=C(NCc1cccs1)Nc1cccs1	4.5	-6.8	1.2	0.3	1.4	.	-0.9	13.1	-11.8	2.9
CC(C)(C)C(=O)COC(=O)c1ccccc1O	-5.1	-17.7	1.1	-0.8	-1.5	-2.0	-0.7	-11.0	-2.2	-1.5
CC1(C)Oc2ccc3ccc(=O)oc3c2/C(=C/NNC(N)=S)C1=O	10.1	-1.9	2.1	-1.4	1.7	1.0	0.8	-11.6	0.5	-0.7

# Additional structures follow:
Compound	Rtt109 Vps75	PvdQ acylase	phage Ecoli inh	AddAB inh	DAGLB inhibitor	Wnt bcat act	CAL PDZ inh	PfHsp90 yeast 2	Tat transport	E coli growth
COc1ccc(CNc2oc(COc3ccccc3)nc2C#N)cc1	-17.7	-12.4	4.4	3.5	0.7	.	-0.7	.	6.3	0.6
CCOC(=O)CC1C(=O)NC2CCCCC2N1C(=O)Nc1ccc(Cl)cc1 (configuration not stated)	4.3	-5.8	2.6	3.2	0.2	-2.6	-1.1	10.0	-1.3	1.7
N=c1sc2ccccc2n1-c1ccccc1	5.9	-14.0	.	-0.9	2.4	0.1	-0.5	14.2	4.2	1.7
COc1ccc(Nc2nc(C(F)(F)F)nc(C)c2C#N)cc1	30.0	1.5	3.3	-1.2	-5.2	.	-1.8	-19.9	6.6	-1.6
COCC(=O)n1nc(-c2ccc(C)cc2)nc1NCc1ccc(F)cc1	-17.3	-7.5	2.6	.	-3.3	6.3	0.4	-7.4	-0.5	.
O=C(O/N=C/c1ccc(Br)cc1)c1ccc(F)cc1	-4.3	-29.1	0.8	-1.2	-15.1	0.1	-0.7	-18.1	-4.6	-0.5
NC(N)=NS(=O)(=O)c1ccc(NC(=S)NC(=O)Cc2ccc(Cl)cc2)cc1	2.3	-15.1	-0.2	2.0	1.2	-0.2	-1.5	0.3	-0.9	-3.0
COC(=O)c1sccc1NC(=O)CSc1ccccc1NS(=O)(=O)c1ccc(Cl)cc1	-14.9	-7.3	2.8	2.2	-1.4	2.2	-0.5	-7.7	6.7	-1.3
Cc1cc(C)n(CCNC(=O)c2cc(COc3c(F)cccc3F)on2)n1	-4.5	-0.4	2.5	0.3	1.1	-0.7	0.3	9.4	-7.8	0.5
Cc1cc(C)c(Cn2cnc3ccccc32)c(C)c1	7.8	10.7	2.9	-2.7	-4.5	-2.4	0.3	-7.0	15.2	-2.6
S=C(NCCc1ccc(Cl)cc1)NCc1ccccc1	13.6	14.9	.	0.2	-4.7	.	0.0	6.7	-7.2	2.6

# Screening data: PubChem, several laboratories
